GRK2 inh: blocks RNA aptamer binding to human GRK2 | bead flow cytometry, FAM-aptamer displacement from GRK2 | inhibition of aptamer binding, % at 10 µM | 330,000 compounds, 0.59% hits | AID 488847 | P25098;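 active = inhibition of aptamer binding above 40%, roughly 3 SD of noise, on plates passing a quality check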;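 also: median bead fluorescence of bound FAM aptamer so fluorescent compounds give negative values; no value below 0 was filed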
Target sequence (P25098 whole entry, looked up): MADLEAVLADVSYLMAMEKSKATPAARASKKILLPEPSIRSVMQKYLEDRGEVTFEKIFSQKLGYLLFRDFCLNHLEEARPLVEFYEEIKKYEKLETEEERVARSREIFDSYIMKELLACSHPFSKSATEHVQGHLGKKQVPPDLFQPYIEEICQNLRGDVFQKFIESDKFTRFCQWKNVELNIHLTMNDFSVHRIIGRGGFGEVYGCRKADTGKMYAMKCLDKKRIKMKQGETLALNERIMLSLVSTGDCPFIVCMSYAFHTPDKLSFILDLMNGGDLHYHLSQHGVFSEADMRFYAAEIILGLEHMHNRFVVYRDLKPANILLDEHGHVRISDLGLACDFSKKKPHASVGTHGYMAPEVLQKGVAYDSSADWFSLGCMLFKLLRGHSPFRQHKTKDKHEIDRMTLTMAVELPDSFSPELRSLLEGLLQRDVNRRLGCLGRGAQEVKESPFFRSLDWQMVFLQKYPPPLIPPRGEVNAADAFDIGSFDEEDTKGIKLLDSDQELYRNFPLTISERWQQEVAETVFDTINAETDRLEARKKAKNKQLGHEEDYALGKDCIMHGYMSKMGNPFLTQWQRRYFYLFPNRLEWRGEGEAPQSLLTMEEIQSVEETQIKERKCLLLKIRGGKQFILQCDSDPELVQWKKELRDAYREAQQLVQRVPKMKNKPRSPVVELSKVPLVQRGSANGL
RPL19A TOR yeast: alters RPL19A-GFP fluorescence in TOR pathway yeast screen; percent response vs DMSO, % at 10 µM; 330,000 compounds, 0.3% hits; S. cerevisiae RPL19A-GFP strain, flow cytometry, 3 h; stronger effect = lower value;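 active = percent response vs DMSO below 50%; inconclusive = fewer than 70 events counted for the yeast strain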;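 also: median channel GFP fluorescence of the barcoded RPL19A-GFP strain; ratio of sample median GFP to plate DMSO average so 100% = DMSO; lower means less RPL19A-GFP as with rapamycin TOR inhibition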
MEP2-GFP yeast: modulators of TOR pathway MEP2-GFP in S. cerevisiae; S. cerevisiae MEP2-GFP strain, flow cytometry GFP, 3 h; 100% = DMSO control level; 330,000 compounds, 0.51% hits; GFP response vs DMSO, % at 10 µM;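 active = GFP response versus DMSO above a set limit, roughly screen mean plus 3 SD, cut at about 180% in these data; inconclusive = fewer than 70 cells counted for a yeast strain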;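 also: median GFP fluorescence of the barcode-gated MEP2-GFP cells per well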
JMJD2C inh: human JMJD2C demethylase inhibition. Q9H3R0. GST-JMJD2C(1-420) H3K9me3 demethylation, DELFIA europium. inhibition, % at 2.35 µM. 330,000 compounds, 0.069% hits. AID 2099;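 active = more than half of a compound's replicate wells show inhibition beyond 50%, single wells judged on their own value; inconclusive = some, but no more than half, of replicates pass 50% inhibition; inactive = no replicate passes 50% inhibition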;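 also: signal counts dimethyl H3K9 product captured on neutravidin plate; 0% = median of DMSO wells and 100% = 0.3 times that DMSO median; strong numbers were not always called active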
Target sequence (Q9H3R0 1-420 limits assumed): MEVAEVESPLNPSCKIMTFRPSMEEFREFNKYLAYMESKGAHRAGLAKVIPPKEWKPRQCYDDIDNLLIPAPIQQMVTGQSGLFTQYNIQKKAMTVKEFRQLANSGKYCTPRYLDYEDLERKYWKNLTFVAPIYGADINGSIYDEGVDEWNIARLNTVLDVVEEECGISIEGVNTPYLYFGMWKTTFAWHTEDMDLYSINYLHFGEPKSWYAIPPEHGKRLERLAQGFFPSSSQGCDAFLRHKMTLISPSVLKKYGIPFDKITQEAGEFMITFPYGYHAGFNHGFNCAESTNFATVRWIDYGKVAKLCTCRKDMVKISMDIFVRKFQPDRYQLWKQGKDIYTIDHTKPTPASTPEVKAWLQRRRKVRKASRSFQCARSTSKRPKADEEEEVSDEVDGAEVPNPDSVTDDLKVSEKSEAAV
AGP1-GFP MLPCN: alters AGP1-GFP fluorescence in TOR pathway yeast screen | S. cerevisiae AGP1-GFP multiplex flow cytometry, 3 h; GFP as percent of DMSO wells | GFP response vs DMSO, % at 10 µM | 320,000 compounds, 0.02% hits;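 active = GFP response relative to DMSO above a set limit, near screen average plus 3 SD, cut at about 150% in these data; inconclusive = fewer than 70 cells counted for the yeast strain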;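 also: median GFP channel fluorescence of the gated AGP1 strain per well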
LAP4 TOR yeast: yeast TOR pathway LAP4-GFP modulation; S. cerevisiae LAP4-GFP multiplex, flow cytometry GFP, 3 h; median GFP as percent of DMSO wells; GFP response vs DMSO, % at 10 µM; 320,000 compounds, 0.34% hits; AID 2023;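 active = GFP response vs DMSO above a set limit, about the screen mean plus 3 SD, cut at about 150% in these data; inconclusive = under 70 cell events counted for the yeast strain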
CIT2-GFP yeast: alters CIT2-GFP fluorescence in TOR pathway yeast screen | S. cerevisiae CIT2-GFP strain, flow cytometry, 3 h; 100 means same as DMSO wells | GFP response vs DMSO, % at 10 µM | 320,000 compounds, 0.065% hits | AID 2029;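 active = GFP response relative to DMSO above a set limit, near the screen mean plus 3 SD, cut at about 150% in these data; inconclusive = Fewer than 70 cells measured for a yeast strain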;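 also: ratio of well median GFP fluorescence to mean of DMSO wells on the plate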
VLA-4 inh: inhibition in a human VLA-4 binding assay. P13612. VLA-4 expressing cells, ligand binding flow cytometry. inhibition, % (about 7 µM as worked out from the volumes in the protocol). 330,000 compounds, 0.2% hits. AID 2557; in the data active = inhibition above about 50%
Numbers without * were called inactive; & = joins results of further samples; [ ] = another dose, or the depositor's remark.

Cc1cccc(NC(=O)c2cccnc2)c1 was read as GRK2 inh 2, RPL19A TOR yeast 94, MEP2-GFP yeast 89, JMJD2C inh 0, AGP1-GFP MLPCN 92, LAP4 TOR yeast 99, CIT2-GFP yeast 84 and VLA-4 inh -2.
C=C(C)Cn1c(N2CCCC2)nc2c1c(=O)[nH]c(=O)n2C was read as GRK2 inh 3, RPL19A TOR yeast 101, MEP2-GFP yeast 108, JMJD2C inh 7, AGP1-GFP MLPCN 100, LAP4 TOR yeast 115, CIT2-GFP yeast 94 and VLA-4 inh 11.
For COc1cc(C(=O)Nc2ccc(S(=O)(=O)Nc3ncccn3)cc2)c([N+](=O)[O-])cc1OC the results were GRK2 inh 1, RPL19A TOR yeast 104, MEP2-GFP yeast 107, JMJD2C inh -8, AGP1-GFP MLPCN 113, LAP4 TOR yeast 107, CIT2-GFP yeast 105 and VLA-4 inh 3.
`Cc1cc(C)cc(NC(=O)C2C3C=CC(O3)C2C(=O)O)c1` (stereo not drawn) gave GRK2 inh 0, RPL19A TOR yeast 104, MEP2-GFP yeast 106, JMJD2C inh -6, AGP1-GFP MLPCN 102, LAP4 TOR yeast 94, CIT2-GFP yeast 101 and VLA-4 inh -6.
Screening CS(=O)(=O)c1ccc2nc(NC3(C(F)(F)F)N=C4SCCN4C3=O)sc2c1 (stereo not drawn) returned GRK2 inh 0, RPL19A TOR yeast 100, MEP2-GFP yeast 101, JMJD2C inh -6, AGP1-GFP MLPCN 103, LAP4 TOR yeast 99, CIT2-GFP yeast 106 and VLA-4 inh 7.
For COc1cc(/C=N/NC(=O)CCn2c3ccccc3c3ccccc32)cc(OC)c1OC the results were GRK2 inh 0, RPL19A TOR yeast 110, MEP2-GFP yeast 96, JMJD2C inh 9, AGP1-GFP MLPCN 100, LAP4 TOR yeast 89, CIT2-GFP yeast 100 and VLA-4 inh 9.
Screening Cc1cccc(NC2=NC(=S)N(CC#N)C23CCCCC3)c1 returned GRK2 inh 1, RPL19A TOR yeast 100, MEP2-GFP yeast 102, JMJD2C inh 7, AGP1-GFP MLPCN 103, LAP4 TOR yeast 99, CIT2-GFP yeast 98 and VLA-4 inh 32.
`CN1C(=O)Cc2cc(S(=O)(=O)NCc3cccs3)ccc21` gave GRK2 inh 0, RPL19A TOR yeast 108, MEP2-GFP yeast 97, JMJD2C inh -21, AGP1-GFP MLPCN 98, LAP4 TOR yeast 99, CIT2-GFP yeast 102 and VLA-4 inh 6.
For Oc1ccc(C(=S)N2CCCCCC2)cc1 the results were GRK2 inh 0, RPL19A TOR yeast 105, MEP2-GFP yeast 104, JMJD2C inh 1, AGP1-GFP MLPCN 106, LAP4 TOR yeast 96 and VLA-4 inh 1.
Screening CCOc1ccc(NC(=O)c2ccc(CSc3nnc(C)s3)cc2)cc1 returned GRK2 inh 0, RPL19A TOR yeast 102, MEP2-GFP yeast 113, JMJD2C inh -2, AGP1-GFP MLPCN 100, LAP4 TOR yeast 112, CIT2-GFP yeast 100 and VLA-4 inh 10.
Screening C[C@H](CO)N1C[C@H](C)[C@@H](CN(C)C(=O)Nc2ccc3c(c2)OCO3)Oc2c(NC(=O)Nc3ccc4c(c3)OCO4)cccc2C1=O returned GRK2 inh 3, RPL19A TOR yeast 99, MEP2-GFP yeast 105, JMJD2C inh 1, AGP1-GFP MLPCN 108, LAP4 TOR yeast 112, CIT2-GFP yeast 104 and VLA-4 inh 5.
`Cc1cc(C(=O)Nc2ccccc2Cc2ccccc2)no1` gave GRK2 inh 3, RPL19A TOR yeast 102, MEP2-GFP yeast 98, JMJD2C inh -7, AGP1-GFP MLPCN 103, LAP4 TOR yeast 111, CIT2-GFP yeast 98 and VLA-4 inh -7.
`Cc1nnc(SCC(=O)NCc2ccccc2Cl)[nH]c1=O` gave GRK2 inh 3, RPL19A TOR yeast 105, MEP2-GFP yeast 99, JMJD2C inh -4, AGP1-GFP MLPCN 99, LAP4 TOR yeast 90, CIT2-GFP yeast 103 and VLA-4 inh 2.
Screening COc1ccccc1/C=C1/C(=O)N(c2ccc([N+](=O)[O-])cc2)N=C1C returned GRK2 inh 0, RPL19A TOR yeast 110, MEP2-GFP yeast 108, JMJD2C inh 4, AGP1-GFP MLPCN 95, LAP4 TOR yeast 65, CIT2-GFP yeast 122 and VLA-4 inh 8.
Screening O=C(Nc1ccccc1C(F)(F)F)C1CCCC1 returned GRK2 inh 1, RPL19A TOR yeast 103, MEP2-GFP yeast 113, JMJD2C inh 21, AGP1-GFP MLPCN 102, LAP4 TOR yeast 81, CIT2-GFP yeast 109 and VLA-4 inh 17.
Screening CCN(C(=O)COC(=O)C1CC1)c1c(N)n(Cc2ccccc2)c(=O)[nH]c1=O returned GRK2 inh 2, RPL19A TOR yeast 98, MEP2-GFP yeast 105, JMJD2C inh 0, AGP1-GFP MLPCN 96, LAP4 TOR yeast 101, CIT2-GFP yeast 95 and VLA-4 inh -10.
Screening Cc1ccc(C)c(Oc2coc3cc(OC(=O)c4cccs4)ccc3c2=O)c1 returned GRK2 inh 0, RPL19A TOR yeast 117, MEP2-GFP yeast 105, JMJD2C inh 6, AGP1-GFP MLPCN 114, LAP4 TOR yeast 124, CIT2-GFP yeast 101 and VLA-4 inh -2.
Screening Nc1nccc(-c2ccc(-n3cccc3)cc2)n1 returned GRK2 inh 0, RPL19A TOR yeast 103, MEP2-GFP yeast 111, JMJD2C inh -1, AGP1-GFP MLPCN 102, LAP4 TOR yeast 100, CIT2-GFP yeast 103 and VLA-4 inh 4.
For COc1ccc(OCCC(=O)OCC(=O)NC2CCCCCCC2)cc1 the results were GRK2 inh 0, RPL19A TOR yeast 101, MEP2-GFP yeast 102, JMJD2C inh -27, AGP1-GFP MLPCN 103, LAP4 TOR yeast 104, CIT2-GFP yeast 100 and VLA-4 inh 7.
For Cc1[nH]c2ccccc2c1/C=N/NC(=O)C1CC1(c1ccccc1)c1ccccc1 (stereo not drawn) the results were GRK2 inh 0, RPL19A TOR yeast 103, MEP2-GFP yeast 110, JMJD2C inh 8, AGP1-GFP MLPCN 99, LAP4 TOR yeast 90, CIT2-GFP yeast 112 and VLA-4 inh 8.
For CSc1nc(C)cc(Oc2ccc(OCC(N)=O)nn2)n1 the results were GRK2 inh 0, RPL19A TOR yeast 101, MEP2-GFP yeast 100, JMJD2C inh 15, AGP1-GFP MLPCN 103, LAP4 TOR yeast 101, CIT2-GFP yeast 99 and VLA-4 inh 2.
O=C(O)C1Nc2ccc(OC(F)(F)F)cc2C2C=CCC12 (stereo not drawn) was read as GRK2 inh 29, RPL19A TOR yeast 98, MEP2-GFP yeast 92, JMJD2C inh 5, AGP1-GFP MLPCN 84, LAP4 TOR yeast 111, CIT2-GFP yeast 83 and VLA-4 inh -8.
Screening O=C(CC1Oc2ccccc2NC1=O)NCc1ccccc1 (stereo not drawn) returned GRK2 inh 2, RPL19A TOR yeast 91, MEP2-GFP yeast 101, JMJD2C inh 8, AGP1-GFP MLPCN 88, LAP4 TOR yeast 99, CIT2-GFP yeast 94 and VLA-4 inh 29.
`O=C(CSc1nncs1)NC1CCCc2ccccc21` (stereo not drawn) gave GRK2 inh 1, RPL19A TOR yeast 97, MEP2-GFP yeast 98, JMJD2C inh 5, AGP1-GFP MLPCN 107, LAP4 TOR yeast 105, CIT2-GFP yeast 98 and VLA-4 inh 0.
`CC12CCC(C(=O)n3c1nc1ccccc13)C2(C)C` (stereo not drawn) gave GRK2 inh 36, RPL19A TOR yeast 102, MEP2-GFP yeast 96, JMJD2C inh 1, AGP1-GFP MLPCN 101, LAP4 TOR yeast 110, CIT2-GFP yeast 93 and VLA-4 inh 17.
Cc1ccc(C)c(NC(=S)N2CCC(NC(=O)c3ccc(F)cc3)CC2)c1 was read as GRK2 inh 0, RPL19A TOR yeast 99, MEP2-GFP yeast 100, JMJD2C inh 2, AGP1-GFP MLPCN 99, LAP4 TOR yeast 96, CIT2-GFP yeast 102 and VLA-4 inh -6.
For CCOC(=O)c1[nH]c(C)c(C(=O)NCCCN2CCOCC2)c1C the results were GRK2 inh 2, RPL19A TOR yeast 71[may fluoresce violet], MEP2-GFP yeast 131[may fluoresce violet], JMJD2C inh -7, AGP1-GFP MLPCN 25[may fluoresce violet], LAP4 TOR yeast 92[may fluoresce violet], CIT2-GFP yeast inconclusive and VLA-4 inh 10.
Screening CS(=O)(=O)N1CCCC(C(=O)Nc2ccc(F)c(F)c2)C1 (stereo not drawn) returned GRK2 inh 2, RPL19A TOR yeast 97, MEP2-GFP yeast 102, JMJD2C inh -5, AGP1-GFP MLPCN 101, LAP4 TOR yeast 102, CIT2-GFP yeast 103 and VLA-4 inh 19.
For Cc1ccccc1C(=O)Nc1nc2n(n1)C(c1ccccc1)CC(=O)N2 (stereo not drawn) the results were GRK2 inh 2, RPL19A TOR yeast 101, MEP2-GFP yeast 102, JMJD2C inh 8, AGP1-GFP MLPCN 101, LAP4 TOR yeast 95 and VLA-4 inh -2.
Screening O=C(CCCN1C(=O)/C(=C\c2cccs2)SC1=S)Nc1ccc(O)cc1 returned GRK2 inh 1, RPL19A TOR yeast 98, MEP2-GFP yeast 99, JMJD2C inh -6, AGP1-GFP MLPCN 100, LAP4 TOR yeast 96, CIT2-GFP yeast 100 and VLA-4 inh 1.
`Cc1cc2cc3c(=O)[nH]c(=O)[nH]c3nc2cc1C` gave GRK2 inh 8, RPL19A TOR yeast 105, MEP2-GFP yeast 102, JMJD2C inh -8, AGP1-GFP MLPCN 105, LAP4 TOR yeast 99, CIT2-GFP yeast 107 and VLA-4 inh -5.
For COc1cc2c(cc1NC(=O)c1cccc([N+](=O)[O-])c1C)oc1ccccc12 the results were GRK2 inh 2, RPL19A TOR yeast 102, MEP2-GFP yeast 97, JMJD2C inh 2, AGP1-GFP MLPCN 107, LAP4 TOR yeast 105, CIT2-GFP yeast 101 and VLA-4 inh 13.
`COc1ccccc1N1CCN(C(=O)c2cc3c(s2)CCC3)CC1` gave GRK2 inh 2, RPL19A TOR yeast 93, MEP2-GFP yeast 97, JMJD2C inh 4, AGP1-GFP MLPCN 90, LAP4 TOR yeast 90, CIT2-GFP yeast 88 and VLA-4 inh inactive.
COc1cccc(C2CCCN2Cc2nc(CCC(C)C)no2)c1 (stereo not drawn) was read as GRK2 inh 35, RPL19A TOR yeast 98, MEP2-GFP yeast 114, JMJD2C inh 4, AGP1-GFP MLPCN 107, LAP4 TOR yeast 117, CIT2-GFP yeast 97 and VLA-4 inh 24.
`Nc1c(C(=O)c2ccc(Br)cc2)oc2ccccc12` gave GRK2 inh 0, RPL19A TOR yeast 105, MEP2-GFP yeast 104, JMJD2C inh -6, AGP1-GFP MLPCN 101, LAP4 TOR yeast 108, CIT2-GFP yeast 102 and VLA-4 inh 14.
Cc1cc(C)c2nc(SCC(=O)NCC3CCCO3)c(C#N)cc2c1 (stereo not drawn) was read as GRK2 inh 0, RPL19A TOR yeast 101, MEP2-GFP yeast 96, JMJD2C inh -1, AGP1-GFP MLPCN 109, LAP4 TOR yeast 99, CIT2-GFP yeast 108 and VLA-4 inh 0.
`COc1ccccc1Cn1nnc2c(=O)[nH]c(C3CCN(C(=O)c4ccccc4Cl)CC3)nc21` gave GRK2 inh 1, RPL19A TOR yeast 98, MEP2-GFP yeast 101, JMJD2C inh -2&13, AGP1-GFP MLPCN 102, LAP4 TOR yeast 98, CIT2-GFP yeast 99 and VLA-4 inh 15.

Screening results as filed in PubChem.
